Assay outcomes as filed in PubChem.
GLP1R cytotox: qHTS of GLP-1 Receptor Inverse Agonists: Cytotox Screen. HEK293 cAMP-luciferase reporter cells, luminescence, 24 h. AID 624418, 2012. hit rate 0.13% among 410,000. Potency, µM (titrated, usually from 38.3 µM), inactives show at the highest dose activity change, negative = inhibition, actives largely listed as inhibitors;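 also: loss of luciferase light is scored as toxicity; potency is read from the fitted curve at half-maximal effect; % is scaled to controls: 0 for no effect and ±100 for the full control effect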
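Quantitative HTS format, 1536 wells, 200 cells/uL seeded. Compounds: 23 nL, 24 h, 37 °C. Detection: luciferase reagent, luminescence at 12 min RT; decreased signal taken as cytotoxic.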
pAkt inh: HTS Assay for Inhibitors of Akt Phophorylation: Primary Screen; Neuro2A IGF-stimulated pAkt S473 HTRF, 20 min; active compounds read low; activity change, % for hits at 50 µM; hit rate 0.32% among 360,000; AID 651550, 2012; in the data active = activity change below about -80%; inconclusive = mostly about -51% to -80%; also: % is scaled to controls: 0 for no effect and ±100 for the full control effect
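Neuro2A cells in DMEM with 0.5% FBS, overnight at 37 deg C, given compound at single 50 µM final, then IGF (6 nM final) for 20 min at 37 deg C. Lysed; phospho-Akt Ser473 by HTRF after 24 h, 665/615 ratio.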
TDP-43 yeast inh: qHTS of TDP-43 Inhibitors | Potency, µM (series often up to 46.1 µM), without a hit: top-dose growth rescue (activation), usual class: activators | hit rate 1.8% among 410,000 | TDP-43 expressing yeast growth rescue, BacTiter-Glo, 24 h; also: potency is read from the fitted curve at half-maximal effect; % of control where 0% means no effect; nearly all actives have a fitted effect of over 50% in size
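Cell-based yeast growth screen: TDP-43 expression induced in galactose, inoculum OD600=0.02 after raffinose pregrowth to mid-log. Read-out BacTiter-Glo luminescence at 24 hr, 30 deg C; inhibition of toxicity seen as signal increase.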
FUS suppressor: qHTS for Suppressors of FUS Proteinopathy: Primary screen using FUS-linked yeast assay; Potency, µM (highest dose often 76.6 µM), inactives show at the top dose growth rescue (activation), actives largely listed as activators; S. cerevisiae FUS-expressing, growth rescue, OD600, 24 h; hit rate 0.24% among 390,000;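 also: potency is read from the fitted curve at half-maximal effect; plate controls were DMSO vehicle for no effect and reference control for full effect; nearly all actives have a fitted effect of over 55% in size; some results filed as inactive show a strong effect at the top dose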
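Compound concentration series was pinned onto galactose-induced FUS-expressing yeast seeded at OD 0.005. Plates sat 24hr at 30C; absorbance at 600 nm gave growth. DMSO served as background control.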
PTHR1 agonist: qHTS for PTHR1 Agonists: Primary Screen. Parathyroid hormone/parathyroid hormone-related peptide receptor (Homo sapiens), Q03431. HEK293 GP2 PTHR1 cells, GloSensor cAMP luminescence, 1 h. Potency, µM (doses to about 115 µM), for inactives: at the top dose activation, actives largely listed as activators. hit rate 0.075% among 410,000. AID 743266, 2014; also: potency is read from the fitted curve at half-maximal effect; nearly all actives have a fitted effect of over 55% in size; some results filed as inactive show a strong effect at the top dose; inactives centre near -15; many of its hits are not listed in these tables
Target sequence (Q03431 whole entry, looked up): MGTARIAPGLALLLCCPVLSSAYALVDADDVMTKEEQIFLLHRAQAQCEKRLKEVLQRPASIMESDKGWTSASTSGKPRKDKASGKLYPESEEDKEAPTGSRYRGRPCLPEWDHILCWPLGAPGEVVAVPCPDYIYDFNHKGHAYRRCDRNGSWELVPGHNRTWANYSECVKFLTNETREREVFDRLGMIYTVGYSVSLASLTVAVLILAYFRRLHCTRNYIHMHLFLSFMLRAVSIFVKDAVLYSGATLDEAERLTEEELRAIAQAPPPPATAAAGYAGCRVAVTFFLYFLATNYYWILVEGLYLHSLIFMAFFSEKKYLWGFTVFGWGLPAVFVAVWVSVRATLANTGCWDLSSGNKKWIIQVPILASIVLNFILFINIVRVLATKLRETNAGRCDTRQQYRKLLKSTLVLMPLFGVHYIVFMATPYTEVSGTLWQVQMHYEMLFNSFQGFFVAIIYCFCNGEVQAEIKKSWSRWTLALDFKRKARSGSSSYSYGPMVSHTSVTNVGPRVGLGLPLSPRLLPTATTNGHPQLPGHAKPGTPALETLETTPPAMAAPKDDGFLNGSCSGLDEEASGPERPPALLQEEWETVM
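HEK-293-derived GP2 cells expressing PTHR1 and a GloSensor cAMP reporter, 3,000/well, plated overnight, given luciferin plus IBMX (each 0.5 mM as added) for 1 h at 37 °C, then compound for 1 h at 37 °C. Luminescence was read after 15 min at room temperature.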
Abeta yeast res: qHTS for compounds that reverse cellular toxicity of Amyloid beta (A-beta) peptide in yeast: Primary Screen; yeast expressing A-beta42, growth rescue, OD600, 48 h; response scale: 0% DMSO, 100% iron-clioquinol control; Potency, µM (series often up to 46.1 µM), without a hit: at the highest dose growth rescue, hits mostly activators; hit rate 0.063% among 410,000; AID 1347071, 2019; also: potency is read from the fitted curve at half-maximal effect; nearly all actives have a fitted effect of over 55% in size
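Growth rescue measured by 600 nm absorbance after 48 h yeast culture at 30 C with compound. Values normalized between DMSO and an equimolar ferric chloride plus clioquinol control.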
GLP-1R inv ag: qHTS of GLP-1 Receptor Inverse Agonists (Inhibition Mode) | Glucagon-like peptide 1 receptor (Homo sapiens), P43220 | HEK293 GLP-1R CRE-luciferase, luminescence, 24 h; GLP-1R form is constitutively active | Potency, µM (highest dose often 38.3 µM), for the others: at the top dose activity change, negative = inhibition, usual class: inhibitors | hit rate 1.6% among 410,000 | AID 624417, 2012; also: potency is read from the fitted curve at half-maximal effect; % is scaled to controls: 0 for no effect and ±100 for the full control effect; nearly all actives have a fitted effect of over 55% in size
Target sequence (P43220 whole entry, looked up): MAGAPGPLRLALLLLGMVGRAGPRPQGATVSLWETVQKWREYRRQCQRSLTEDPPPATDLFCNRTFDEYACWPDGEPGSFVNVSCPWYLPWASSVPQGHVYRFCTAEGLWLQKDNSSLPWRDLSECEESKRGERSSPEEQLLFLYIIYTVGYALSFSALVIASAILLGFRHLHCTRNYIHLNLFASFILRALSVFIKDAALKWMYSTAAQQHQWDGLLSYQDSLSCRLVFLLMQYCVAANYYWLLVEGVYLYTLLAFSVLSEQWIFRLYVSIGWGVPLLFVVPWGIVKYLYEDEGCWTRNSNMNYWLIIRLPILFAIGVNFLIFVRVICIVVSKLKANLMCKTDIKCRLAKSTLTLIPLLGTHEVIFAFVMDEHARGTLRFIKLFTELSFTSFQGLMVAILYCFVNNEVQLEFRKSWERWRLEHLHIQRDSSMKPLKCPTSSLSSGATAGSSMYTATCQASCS
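Luminescence readout: a drop in cAMP-driven luciferase signal flags inverse agonism at a constitutively active GLP-1R stably expressed in HEK293. Compound exposure lasted 24 hr at 37 deg C, 5% CO2.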
MmCpn inh: Inhibitors of TCP-1 ring complex (TRiC) of Methanococcus maripaludis (MmCpn): qHTS; Chaperonin Mm-Cpn (Methanococcus maripaludis); purified Mm-Cpn ATPase, ADP Transcreener TR-FRET; Potency, µM (titrated, usually from 76.9 µM), for inactives: at the top dose activity, negative = inhibition, most hits filed as inhibitors; hit rate 0.031% among 330,000; AID 504842, 2011; also: potency is read from the fitted curve at half-maximal effect; % is scaled to controls: 0 for no effect and ±100 for the full control effect; nearly all actives have a fitted effect of over 80% in size
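Compound-treated chaperonin, 25 nM final, turns over 10 uM ATP at 37°C for 30 min following a 10 min preincubation; ADP generated competes with ADP-d2 for Eu-cryptate antibody, lowering FRET.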
aSyn rescue: qHTS of alpha-syn Inhibitors | AID 652106, 2013 | Potency, µM (titrated, usually from 46.1 µM), for inactives: top-dose growth rescue (activation), actives largely listed as activators | hit rate 0.14% among 370,000 | Yeast expressing alpha-synuclein, growth rescue, BacTiter-Glo, 24 h; also: potency is read from the fitted curve at half-maximal effect; % of control where 0% means no effect; nearly all actives have a fitted effect of over 65% in size
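Screening used galactose-induced yeast with toxic alpha-synuclein levels, exposed to compound for 24 hr at 30 deg C. Cell growth, read with BacTiter-Glo luminescence, gave the measured signal.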
The depositor's hits bear a star; i = inactive; ? = inconclusive; nt = not tested or not shown; [ ] = another dose, or the depositor's remark. Unless noted, calls follow the shape of the dose curve; as a rule, active = well fitted curve in the direction sought with a large enough effect; inconclusive = small, poorly fitted or top-dose-only effect, or another doubt; inactive = no such curve, though single readings can be large; an effect the other way counts as inactive or inconclusive. Only part of the results is shown; count on the stated rates, not on these rows.

No.	structure	GLP1R cytotox	pAkt inh	TDP-43 yeast inh	FUS suppressor	PTHR1 agonist	Abeta yeast res	GLP-1R inv ag	MmCpn inh	aSyn rescue
1	OCCCc1nc2n(n1)C(c1cccc(Cl)c1)C=C(c1ccccc1)N2 (stereo not drawn)	480%[activator]	nt	0%[9.22 µM]	16%	-8%	-3%	9%	nt	nt
2	Cc1ccc(OCCN2CCCCCC2)c(C)c1	11%	i	-5%	21%	0%[57.5 µM]	10%	-10%	-8%	6%
3	O=C(NC1CCS(=O)(=O)C1)c1ccccc1C(=O)c1ccccc1 (stereo not drawn)	7%	i	25%	24%	-11%[57.5 µM]	2%	-5%	0%	0%
4	CC(OC(=O)c1ccc([N+](=O)[O-])cc1)C(=O)NCC1CCCCC1 (stereo not drawn)	16%	i	-10%	3%	-38%[inhibitor]	3%	-14%	3%	1%
5	COCCC(=O)N1CCCC(C(=O)c2ccccc2SC)C1 (stereo not drawn)	-7%	i	nt	4%	0%	-13%	11%	nt	1%
6	C[C@H](CCC(=O)NCC(=O)O)[C@H]1CC[C@H]2C3[C@H](O)C[C@@H]4C[C@H](O)CC[C@]4(C)[C@H]3C[C@H](O)[C@]12C (stereo partly drawn)	-1%	i	17%	24%	-29%	-7%	-7%	-2%	3%
7	O=C(N/N=C/c1cccc(F)c1)c1ccc(Cl)cc1	18%	i	12%	-3%	i	2%	2%	0%	0%
8	CC(C)CN(C(=O)COc1ccc2ccc(=O)oc2c1)C1CCS(=O)(=O)C1 (stereo not drawn)	-5%	i	-13%	13%	?	-14%	36%[activator]	1%	14%
9	CN(C)N(C)C(=O)C(O)(c1ccccc1)c1ccccc1	-22%	i	4%	-2%	i	10%	0%	2%	3%
10	CC(C)(O)C#Cc1ccc(CN2CCN(C3CCCCC3)C(CCO)C2)cc1 (stereo not drawn)	6%	i	14%	31%	-1%	11%	-15%	-2%	1%
11	O=C(Nc1ccc(OCCO)cc1)c1csc([C@H]2C[C@H](O)[C@@H](CO)O2)n1	-2%	i	13%	-19%	-18%	-6%	15%	nt	-3%
12	COc1ccc(NC2CCCN(Cc3cccc4cnccc34)C2)cc1OC (stereo not drawn)	4%	i	9%	33%	-8%	-8%	11%	1%	-5%
13	CN(C)C(=O)CNc1ccn2nc(-c3cccc(OCCN4CCOCC4)c3)cc2n1	6%	i	24%	-7%	i	7%	19%	nt	1%
14	Cc1c(Cl)cccc1NC(=O)C(=O)NNC(=O)c1ccccc1F	-18%	i	nt	18%	i	25%	-25%	0%	6%
15	CCOC(=O)C1CCCCN1Cc1cn(C)nc1-c1ccccc1F (stereo not drawn)	3%	i	-12%	8%	i	0%	-15%	0%	-33%[inhibitor]
16	Cc1ccc([C@@H]2CC(=O)[C@@H]3CN(S(=O)(=O)c4ccc(C)cc4)[C@H](c4cccc5ccccc45)C[C@@H]3N2S(=O)(=O)c2ccc(Cl)cc2)cc1	2%	i	0%	18%	-24%	-1%	1%	nt	-2%
17	Cc1ccccc1-c1cc2nc(NCc3ccccc3F)n(C)c(=O)c2s1	3%	i	26%	1%	i	-11%	1%	nt	1%
18	CCOc1ccc(S(=O)(=O)N2CCCC(C(=O)N3CCOCC3)C2)cc1Cl (stereo not drawn)	-7%	i	-8%	-23%	i	-22%	5%	-1%	5%
19	CCOC(=O)N1CCN(C(=O)c2cn(CC)c3ccc(S(=O)(=O)N4CCCCC4)cc3c2=O)CC1	-6%	i	19%	-2%	-14%	17%	-4%	1%	3%
20	Oc1ccc(C[C@H]2CNC(=S)N2C[C@H]2CCCN2C[C@H](Cc2ccccc2)N2C[C@H](Cc3ccc(O)cc3)N(CC3CCCCCC3)C2=S)cc1	?	i	?	?	11%	-24%	?	nt	-22%
21	COc1ccc(Oc2cc(Cl)nc(N)n2)cc1	4%	i	4%	-10%	i	-6%	20%	1%	-9%
22	CN(C(=O)CCc1ccccc1)c1nnc(-c2ccncc2)s1	0%	i	0%	-3%	-75%[inhibitor]	-6%	5%	1%	2%
23	S=C(NCc1ccco1)Nc1ccc(Oc2ccc(Cl)cc2)cc1	?	i	?	-7%	i	?	?	0%	-26%
24	CN(C)/C=N/c1cc(=O)n(C)c(=O)n1CC1CC1	2%	i	16%	-25%	i	-19%	-1%	2%	-3%
25	O=C(NCCc1ccccc1)c1ccc2c(c1)OCCO2	12%	i	?	12%	-92%	-13%	?	-4%	-11%

The list continues:
No.	structure	GLP1R cytotox	pAkt inh	TDP-43 yeast inh	FUS suppressor	PTHR1 agonist	Abeta yeast res	GLP-1R inv ag	MmCpn inh	aSyn rescue
26	O=C(Nc1nnc([C@H]2C[C@H](O)[C@@H](CO)O2)s1)c1cccc(Oc2ccccc2)c1	2%	i	17%	7%	-1%	-11%	17%	nt	0%
27	Cc1ccc(C2N(C)c3ccccc3-c3nc4ccccc4n32)o1 (stereo not drawn)	-2%	i	3%	17%	-17%	-4%	?	0%	-15%
28	COc1cccc(CC(=O)NC2CCCN(Cc3ccccc3F)C2)c1 (stereo not drawn)	0%	i	-5%	-20%	-54%[inhibitor]	11%	1%	1%	-3%
29	Cc1nn(C)cc1C(C(=O)NC1CCCCC1)N(CCc1ccccc1)C(=O)c1cnccn1 (stereo not drawn)	-9%	i	22%	-43%	-5%	-3%	14%	1%	-2%
30	Cc1ccc(S(=O)(=O)NC(CC(C)C)C(=O)N2CCOCCOCCOCC2)cc1 (stereo not drawn)	11%	i	-5%	18%	-31%[inhibitor]	8%	10%	0%	1%
31	CC(C)(C)OC(=O)N1CCC(C(=O)NCC2CCCO2)CC1 (stereo not drawn)	8%	i	-20%	23%	19%	-13%	-13%	-2%	-10%
32	COc1ccc(C(=O)CSc2nc(=O)n3ccc(C)cc3n2)cc1	-12%	i	?	15%	-4%	4%	63%[activator]	nt	2%
33	CCc1nc(-c2ccccc2)cc(=O)[nH]1	5%	i	-1%	-9%	-2%[57.5 µM]	19%	41%[activator]	0%	-5%
34	CN(C)c1ccc(/C=N/NC(=O)C(=O)/C=C2\NC3(CCCC3)Cc3ccccc32)cc1	-18%	i	?	nt	4%	-5%	?	-2%	16%
35	CNC(=O)C1CCCN(c2nnc(C)c3c(C)n(-c4ccccc4)nc23)C1 (stereo not drawn)	-4%	nt	0%	1%	i	-6%	19%	nt	nt
36	S=C(NCc1ccccn1)Nc1ccc(Cl)cc1	?	i	?	29%	i	?	?	-2%	2%
37	NS(=O)(=O)c1ccc(N/N=C2/CCCCC2C2CCCCC2)c([N+](=O)[O-])c1 (stereo not drawn)	?	i	-62%[inhibitor]	nt	-12%	-21%	?	2%	-39%[inhibitor]
38	Cc1cc(C)c(NC(=O)Cc2csc(C)n2)c(Cl)c1	2%	nt	16%	4%	-25%	6%	10%	nt	nt
39	Cc1nnc(NC(=O)c2ccccc2)s1	-1%	nt	10%	-24%	i	-14%	8%	nt	nt
40	CCOC(=O)c1c(NC(=O)c2ccccc2Br)sc2c1CCc1ccccc1-2	20%	i	0%	13%	i	20%	?	-23%	-15%
41	Cc1ccccc1OCCCn1c(-c2ccc(Cl)cc2)nc2ccccc2c1=O	4%	nt	-3%	2%	-4%	-9%	-1%	nt	nt
42	NC(=O)c1ccc(NC(=O)COC(=O)CCCN2C(=O)c3cccc4cccc(c34)C2=O)cc1	6%	i	8%	-15%	15%	3%	44%[activator]	-8%	7%
43	COc1cccc(Cn2cnc(-c3ccccc3OC)c2C2CC2)c1	-7%	i	10%	-6%	-14%	7%	?	nt	-1%
44	CCOC(=O)CSc1n[nH]c(=O)n1CCc1ccccc1	5%	i	7%	-20%	i	0%	0%	2%	0%
45	Cc1cccc(-n2cnc3cc([N+](=O)[O-])ccc32)c1	6%[1.53 µM]	i	0%	13%	-3%	-38%[inhibitor]	32%[activator]	-1%	6%
46	O=C1CC(c2nc3ccccc3[nH]2)CN1c1ccccc1F (stereo not drawn)	0%	i	5%	-3%	i	-2%	-1%	2%	0%
47	CCOC(=O)c1ccc(S(=O)(=O)NCCN2CCOCC2)cc1	4%	i	-16%[0.397 µM]	14%	-3%	6%	32%[activator]	2%	-2%
48	O=C1CC(C2CCCO2)C(=O)N1c1cccc(Cl)c1 (stereo not drawn)	-8%	i	-10%	-1%	-4%[57.5 µM]	3%	11%	-1%	-13%

In a second layout: results already given.
Each structure is followed by: GLP1R cytotox | pAkt inh | TDP-43 yeast inh | FUS suppressor | PTHR1 agonist | Abeta yeast res | GLP-1R inv ag | MmCpn inh | aSyn rescue
48	O=C1CC(C2CCCO2)C(=O)N1c1cccc(Cl)c1 (stereo not drawn)
→ -8% | i | -10% | -1% | -4%[57.5 µM] | 3% | 11% | -1% | -13%
45	Cc1cccc(-n2cnc3cc([N+](=O)[O-])ccc32)c1
→ 6%[1.53 µM] | i | 0% | 13% | -3% | -38%[inhibitor] | 32%[activator] | -1% | 6%
